Assay outcomes as filed in PubChem.
GALK inhibitor = inhibitors of human galactokinase; P51570; Purified GALK, Kinase-Glo residual ATP luminescence; Potency, µM (highest dose often 57.5 µM), without a hit: at the top dose activity change, negative = inhibition, hits mostly inhibitors; 0.007% of 270,000 active; further: potency means the concentration at half of the fitted maximal effect; on the % scale 0 is the no-effect control and ±100 the full control effect
Target sequence (P51570 whole entry, looked up): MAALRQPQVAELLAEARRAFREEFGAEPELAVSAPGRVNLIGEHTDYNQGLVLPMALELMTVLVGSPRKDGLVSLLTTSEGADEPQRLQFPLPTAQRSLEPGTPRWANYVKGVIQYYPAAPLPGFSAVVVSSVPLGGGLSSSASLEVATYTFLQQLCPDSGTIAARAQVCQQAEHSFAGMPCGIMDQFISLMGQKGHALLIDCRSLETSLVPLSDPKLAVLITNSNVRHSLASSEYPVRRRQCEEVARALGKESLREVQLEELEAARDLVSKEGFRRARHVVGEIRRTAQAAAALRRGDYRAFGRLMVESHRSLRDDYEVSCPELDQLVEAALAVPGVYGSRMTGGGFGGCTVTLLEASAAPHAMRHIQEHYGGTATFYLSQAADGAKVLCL
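Luminescence from leftover ATP (Ultra-Glo luciferase/luciferin) served as read-out after a 1 h room-temperature reaction of 5 nM GALK with 35 uM ATP and 100 uM galactose.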
Mito fusion yeast = inhibitors of mitochondrial division or activators of mitochondrial fusion; 0.23% of 320,000 active; Potency, µM (doses to about 46.1 µM), inactives show at the top dose growth rescue (activation), actives largely listed as activators; AID 485298; S. cerevisiae fusion-defective mutant growth rescue, CellTiterGlo 48 h;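 further: potency means the concentration at half of the fitted maximal effect; % of control where 0% means no effect; nearly all actives have a fitted effect of over 45% in size; temperature-sensitive fusion mutants such as fzo1-1 at 37 °C on non-fermentable ethanol glycerol medium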
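Luminescent cell viability in 1536-well qHTS format served as the measure of rescued growth in ts fusion-mutant S. cerevisiae cultured on non-fermentable YPEG for 48 hours at 37C.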
PKM2 activator = activators of human pyruvate kinase M2; P14618; purified PKM2, Kinase-Glo ATP luminescence, activation; response scale: 0% is enzyme alone, no compound; Potency, µM (titrated, usually from 57.5 µM), for inactives: top-dose activation, actives largely listed as activators; 0.34% of 260,000 active; AID 1631; further: potency means the concentration at half of the fitted maximal effect; on the % scale 0 is the no-effect control and ±100 the full control effect; nearly all actives have a fitted effect of over 55% in size
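hPK-M2, >95% pure; 0.1 mM ADP / 0.5 mM PEP final; imidazole pH7.2 buffer w/ 7 mM MgCl2, 50 mM KCl; 1 h RT; Kinase-Glo lum. Intermediate enzyme activity for dual inhibitor/activator qHTS.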
hERG WT inh = inhibitors of human wildtype KCNH2 potassium channel | Q12809 | U2OS, BacMam KCNH2, thallium flux FluxOr; hits give low values | activity change, % at 1.84 µM | 0.37% of 340,000 active | AID 720551;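 active means maximum activity change below -70%; inconclusive means maximum activity change between -70% and -50%; inactive means maximum activity change above -50%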; further: on the % scale 0 is the no-effect control and ±100 the full control effect
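U2OS cells transduced with wild-type KCNH2 virus are loaded with FluxOr dye for 45 min, and thallium flux is measured in kinetic reads before and after stimulation buffer. Rate constants are normalized to DMSO controls.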
USP2a block = USP2a (human) protease inhibition; USP2 core, Ub-CHOP2 coupled fluorogenic reporter, 485/531; O75604; AID 463254; 0.01% of 330,000 active; Potency, µM (top dose mostly 38.3 µM), for inactives: at the highest dose activity change, negative = inhibition, hits mostly inhibitors;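 further: potency means the concentration at half of the fitted maximal effect; plate controls were DMSO wells for no effect and full inhibition by NEM control for full effect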
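USP2 core (10nM final) preincubated 30min RT with compound in 20mM Tris-HCl pH 8.0, 2mM CaCl2, 2mM beta-mercaptoethanol, 0.05% CHAPS; 25nM Ub-CHOP2 plus 25nM reporter substrate added, fluorescence (Ex485/Em531) read after 60min.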
ASM inhibitor = blocks human secretory acid sphingomyelinase | P17405 | placental ASM, HMU-PC fluorogenic substrate, 60 min | Potency, µM (top dose mostly 57.5 µM), for the others: at the top dose activity change, negative = inhibition, usual class: inhibitors | 0.006% of 340,000 active | AID 504937; further: potency means the concentration at half of the fitted maximal effect
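qHTS format. ASM enzyme prepared from human placenta hydrolyses the fluorogenic substrate HMU-PC0 (9 uM final) over 60 min at 37 °C after a 10 min compound preincubation.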
MBNL1-CUG inh = MBNL1-poly(CUG) RNA binding inhibition; Potency, µM (series often up to 57.5 µM), for the others: at the highest dose activity change, negative = inhibition, actives largely listed as inhibitors; TR-FRET MBNL1-His/biotin-(CUG)12 binding, 665/545 ratio; AID 2675; 0.036% of 280,000 active; active means well fitted inhibition curve with a large enough effect in the signal ratio, with a control signal flat, not every such curve was filed as active; inconclusive means small, poorly fitted or top-dose-only effect, or effect the other way, or a change in a side signal; inactive means no such curve, though single readings can be large or run the other way; the % refers to the signal ratio; further: potency means the concentration at half of the fitted maximal effect; on the % scale 0 is the no-effect control and ±100 the full control effect
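Ratiometric TR-FRET (665 over 545 nm, excitation 340 nm) tracks disruption of MBNL1-His/biotin-(CUG)12 complex after 60 min at room temperature, with compounds at 92 nM to 58 uM final.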
Menin MLL FP TR = inhibitors of human menin-MLL interaction, mutant MLL peptide. O00255. Menin + Texas Red MLL mutant peptide, fluorescence polarization. Potency, µM (series often up to 61.6 µM), without a hit: at the highest dose FP activity change, negative = inhibition, usual class: inhibitors. 0.23% of 270,000 active. AID 1768; active means well fitted inhibition curve with a large enough effect in the polarisation, with a control signal flat, not every such curve was filed as active; inconclusive means small, poorly fitted or top-dose-only effect, or effect the other way, or a change in a side signal; inactive means no such curve, though single readings can be large or run the other way; the % refers to the polarisation; further: potency means the concentration at half of the fitted maximal effect; % of control where 0% means no effect; many of its hits are not listed in these tables
TSHR antagonist = human thyrotropin receptor antagonism; P16473; TSHR-expressing cells, TSH-stimulated cAMP HTRF, 2 h; hits give low values; activity change, negative = inhibition, % at 11.5 µM; 0.2% of 330,000 active; AID 504810;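 active means activity change below a set negative limit, meaning inhibition stronger than a set level, cut at about -70% in these data; inconclusive means activity change between two set negative limits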; further: on the % scale 0 is the no-effect control and ±100 the full control effect
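Inhibition of cAMP made by TSHR-expressing cells under TSH stimulation (4nM final, EC80; 2 h, 37 deg C) is quantified with a one-step lysis HTRF kit, anti-cAMP cryptate versus cAMP-d2.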
BCR signal inh = inhibitors of chronic active B-cell receptor signaling; ABC-DLBCL IkBa-CBG/CBR reporter, luminescence ratio, 4 h; Potency, µM (highest dose often 46.1 µM), for the others: at the top dose ratio change, negative = lower green/red ratio, most hits filed as inhibitors; 0.05% of 340,000 active; AID 493014; active means well fitted inhibition curve with a large enough effect in the signal ratio, with a control signal flat, not every such curve was filed as active; inconclusive means small, poorly fitted or top-dose-only effect, or effect the other way, or a change in a side signal; the % refers to the signal ratio;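 further: potency means the concentration at half of the fitted maximal effect; plate controls were basal doxycycline-induced cells for no effect and cells given 10 µM MG132 for full effect; MG132 reads +100%, hits lower the ratio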
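Concentration-response series (up to 46 uM) were applied to TMD8 dual-reporter cells for 4 h at 37C with doxycycline. Green/red ratio, after filter-overlap correction, defined %Activity; red signal alone was normalised to basal cells and zero luminescence.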
Eya2 phos inh = inhibitors of human Eya2 phosphatase activity; O00167; recombinant Eya2, OMFP fluorescence dephosphorylation (OMFP is methylfluorescein phosphate); Potency, µM (doses to about 76.9 µM), for inactives: at the top dose activity, negative = inhibition, hits mostly inhibitors; 0.006% of 330,000 active; further: potency means the concentration at half of the fitted maximal effect; on the % scale 0 is the no-effect control and ±100 the full control effect
Target sequence (O00167 whole entry, looked up): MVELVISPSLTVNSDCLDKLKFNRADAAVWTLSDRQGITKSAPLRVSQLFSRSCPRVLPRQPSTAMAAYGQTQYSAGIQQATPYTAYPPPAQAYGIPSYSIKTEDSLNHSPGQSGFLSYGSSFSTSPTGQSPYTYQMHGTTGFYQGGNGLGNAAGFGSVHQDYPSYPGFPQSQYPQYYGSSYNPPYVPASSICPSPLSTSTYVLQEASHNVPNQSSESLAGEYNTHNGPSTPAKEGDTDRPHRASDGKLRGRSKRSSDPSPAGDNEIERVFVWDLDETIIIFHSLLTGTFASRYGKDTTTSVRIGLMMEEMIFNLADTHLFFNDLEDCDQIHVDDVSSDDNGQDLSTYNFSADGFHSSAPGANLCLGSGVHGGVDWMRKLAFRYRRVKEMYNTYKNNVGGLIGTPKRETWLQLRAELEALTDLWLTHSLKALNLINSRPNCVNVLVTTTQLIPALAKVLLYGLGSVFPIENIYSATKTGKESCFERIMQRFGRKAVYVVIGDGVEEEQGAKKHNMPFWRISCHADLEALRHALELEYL
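Eya2 (0.2 uM) preincubated 10 min at ambient with compound, then OMFP substrate added at 50 uM; 10 min reaction in 50 mM HEPES pH 7.5, 50 mM NaCl, 5 uM MgCl2, 0.05% BSA, 1 mM DTT. Fluorescence read at Ex 485/Em 525 nm.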
An asterisk follows results filed as active; u = inconclusive; x = no result given; [ ] = remark or other dose. Unless noted, the call rests on the fitted dose curve; in most records, active means well fitted curve in the direction sought with a large enough effect; inconclusive means small, poorly fitted or top-dose-only effect, or another doubt; inactive means no such curve, though single readings can be large; an effect the other way counts as inactive or inconclusive. An excerpt; count on the stated rates, not on these rows.

SMILES	GALK inhibitor	Mito fusion yeast	PKM2 activator	hERG WT inh	USP2a block	ASM inhibitor	MBNL1-CUG inh	Menin MLL FP TR	TSHR antagonist	BCR signal inh	Eya2 phos inh
COc1ccc(-c2nnc(SCC(=O)NC3CCCCC3)n2N)cc1	x	0%	x	-6	0%	5%	x	x	8	4%	2%
CCN(CC)S(=O)(=O)c1ccc2[nH]c(=O)cc(C(=O)NCc3ccccc3)c2c1	0%	0%	-11%	7	3%	3%	-4%	-10%	7	-2%	-4%
COc1ccc(NC(=O)Cn2nnc(C(=O)NCc3ccccc3)c2N)cc1Cl	1%	0%	20%	-5	-5%	2%	0%	10%	9	-1%	8%
CC(=O)Nc1ccc2nc(-c3cccnc3)[nH]c2c1	-1%	-1%	-7%	-2	4%	5%	-13%	-3%	-3	u	-4%
CCCCn1c(N)c(N(CCC(C)C)C(=O)COC(=O)c2ccco2)c(=O)[nH]c1=O	-7%	-1%	3%	-18	-1%	1%	-2%	-24%	-3	11%	16%
O=C(N/N=C/c1cccc(OC(=O)c2ccccc2Cl)c1)c1cccnc1	-2%	-1%	-6%	-11	0%	-5%	2%	15%	-12	u	-4%
CCOc1cccc(/C=C/c2cc(C(=O)O)c3ccccc3n2)c1OC	-2%	4%	0%	-1	1%	32%[activator]	0%	x	-10	u	-1%
Cc1cc(C)nc(/N=C2\NC(=O)CC(C(=O)O)N2c2ccc(Oc3ccccc3)cc2)n1 (stereo not drawn)	-2%	-3%	-17%	-2	-1%	2%	-10%	-20%	-11	8%	14%
CCOC(=O)C/C(C)=N/NC(=O)c1cccs1	1%	-1%	7%	8	3%	0%	1%	-6%	-1	u	-27%
CCCNC(=O)CN(Cc1ccco1)S(=O)(=O)c1ccc(OCC)cc1	3%	2%	-6%	3	0%	6%	-28%	2%	-1	3%	4%
CC(C)CC(NC(=O)OC(C)(C)C)c1cn([C@@H](Cc2cc3ccccc3[nH]2)C(=O)N2CCN(C(=O)OC(C)(C)C)CC2)nn1 (stereo partly drawn)	-1%	-5%	1%	3	0%	0%	3%	u	-9	1%	14%
COC(=O)CCC(=O)NN1C(=O)c2ccccc2C1=O	0%	-2%	-6%	19	1%	4%	22%	0%	-3	1%	-1%
O=[N+]([O-])c1ccc(-c2cnc[nH]2)cc1	3%	5%	0%	-6	1%	1%	u	x	-3	0%	-2%
CC1CCN(c2nnc(N)s2)CC1	2%	-4%	-5%	20	7%	4%	-2%	7%	-8	u	-1%
CCOC(=O)CNC(=O)CSc1nc2ncc(Br)cc2[nH]1	1%	-2%	4%	1	-1%	5%	-2%	7%	18	8%	18%
COc1ccc(Cl)cc1NC(=O)CN(C)C(=O)Cc1n[nH]c(=O)c2ccccc12	x	2%	x	3	1%	-1%	x	x	-9	u	-17%
COc1ccc(N2CCN(c3oc(COc4ccc(Cl)cc4Cl)nc3C#N)CC2)cc1	0%	4%	-1%	5	-1%	-3%	3%	-2%	2	2%	-6%
COc1cccc(NC(=O)C(=O)NCc2ccncc2)c1	5%	-7%	0%	-4	2%	3%	-3%	15%	-1	u	2%
CCN(CC)C(=O)CCc1nnc(CCc2c[nH]c3ccccc23)o1	6%	7%	-2%	5	4%	-1%	19%	20%	-7	-4%	1%
COc1ccc2c(c1)c1nc3ccccc3nc1n2Cc1ccc(OC)c(OC)c1	-1%	15%	-1%	-2	2%	-15%	1%	21%	16	10%	9%
CCCC1CCC(c2ccc(C(N)=O)cc2)CC1 (stereo not drawn)	-4%	4%	5%	-7	-1%	-1%	1%	-5%	-14	2%	-3%
COCCN(CC(=O)Nc1ccccc1C(F)(F)F)C(=O)/C=C/c1ccc2ccccc2n1	x	4%	x	-20	1%	2%	x	x	-20	u	-9%
O=C(CCN1C(=O)c2ccccc2C1=O)NC(=S)Nc1ccccc1	3%	-1%	-4%	-2	-1%	3%	11%	10%	-11	u	0%
Cc1ccc(C(=O)NCc2ccccc2)cc1Br	2%	2%	1%	-4	4%	2%	x	5%	-6	6%	-2%
O=C(O)c1c(-c2ccc(Cl)cc2)cn2ccccc12	-2%	1%	-20%	3	5%	360%[activator]	16%	2%	-13	2%	3%
Cc1ccc(S(=O)(=O)NNC(=O)Nc2ccc(Cl)c(Cl)c2)cc1	2%	7%	-6%	-11	0%	2%	-7%	36%[activator]	-1	u	-7%
Cc1cc(F)ccc1NC(=S)NC1CCCC1	4%	-14%	1%	7	0%	2%	-6%	11%	0	7%	-13%
O=C(CCCn1c(=O)[nH]c2cc(Cl)ccc2c1=O)NCCCN1CCCC1	1%	1%	0%	-3	5%	3%	-3%	-2%	-7	u	-29%
COc1ccccc1NC(=O)c1cc(S(=O)(=O)N2CCOCC2)ccc1Cl	3%	1%	0%	-3	x	-2%	-3%	-1%	x	x	x
O=C(CSc1nccc(-c2cccs2)n1)Nc1cccc(Cl)c1Cl	x	u	6%	1	6%	-9%	-9%	x	-6	10%	-27%
COc1ccc(-c2cc(=NC(CC(C)C)C(=O)O)c3cc(C)ccc3o2)cc1 (stereo not drawn)	0%	0%	3%	-22	1%	422%[activator]	u	-2%	-3	u	-1%
Cc1sc2nc(SCc3ccc(C(=O)O)cc3)n(Cc3ccco3)c(=O)c2c1C	-1%	17%	-3%	8	1%	0%	-1%	x	-26	u	u
O=C(OCc1nnc(-c2ccccc2)o1)c1ccc(Cl)cc1	3%	6%	-3%	-4	1%	-3%	-4%	-6%	11	-4%	-10%
C[C@H](CO)N1C[C@H](C)[C@@H](CN(C)C(=O)Nc2ccc(C(F)(F)F)cc2)Oc2c(NS(=O)(=O)c3cccs3)cccc2C1=O	x	x	x	1	2%	-9%	x	x	-10	4%	18%
COc1ccccc1C(c1nnnn1C(C)(C)C)N1CCCCCC1 (stereo not drawn)	-2%	-15%	-9%	19	1%	-3%	0%	u	-3	u	0%
CCOC(=O)c1c(SCc2ccccc2)n[nH]c1N	-2%	2%	3%	-1	4%	1%	0%	12%	-6	3%	3%
CC1Sc2ccc(S(=O)(=O)N3CCC(C(N)=O)CC3)cc2NC1=O (stereo not drawn)	-3%	-1%	x	3	3%	-7%	-5%	x	10	-2%	1%
O=C(OCC(=O)N1CCN(C(=O)c2ccco2)CC1)C1=COCCO1	9%	0%	-5%	-2	0%	0%	8%	-3%	2	-2%	-4%
O=C1Nc2ccccc2/C1=N/N=C/c1cccc(O)c1	x	-5%	-13%	0	0%	-3%	u	x	0	-16%	-1%
CC(=O)c1c(C(C)=O)c(C)n(-c2ccc(N)cc2)c1C	1%	-1%	1%	3	-1%	1%	-1%	7%	14	0%	0%
CC(C)(C)c1ccc(S(=O)(=O)N2CCC(N3CCCCC3)CC2)cc1	0%	-2%	-9%	21	0%	1%	-6%	-12%	1	-3%	22%
O=C(Nc1ccccc1Cl)C1C(c2ccccc2)C1(Cl)Cl (stereo not drawn)	5%	19%	-3%	2	-5%	-15%	8%	27%	-31	16%	-3%
O=S(=O)(NCc1ccccc1)NCc1ccccc1	-6%	4%	4%	6	5%	0%	x	-2%	-4	6%	1%
CSCCC(NC(=O)c1ccc(Cl)cc1Cl)C(=O)NCc1ccccn1 (stereo not drawn)	-1%	-1%	-8%	-1	-1%	x	-2%	x	-5	0%	1%
S=C(c1ccccc1)N1CCSCC1	5%	1%	x	-9	1%	4%	-1%	10%	8	3%	u
NC(=O)CSc1nnc(-c2ccccn2)n1Cc1ccco1	0%	-4%	-3%	5	2%	3%	-8%	x	-3	13%	-3%
O=C(c1cccnc1)N1CCN(S(=O)(=O)c2ccc3ccccc3c2)CC1	-2%	-3%	26%	2	0%	0%	3%	16%	-8	u	-7%
